SIRT5 block = SIRT5 desuccinylase inhibitors, primary screen, biochemical, fluorescence imaging, single point, set 5 | NAD-dependent protein deacylase sirtuin-5, mitochondrial (Homo sapiens), Q9NXA8 | Purified SirT5, succinyl-peptide AMC, trypsin-coupled fluorescence | inhibition, % at 15 µM | 330,000 compounds, 1.1% hits | AID 652115, 2013; in the data active means inhibition above about 15%; inconclusive means no clear call, values can overlap the other calls
PGC1a acetyl inh = inhibitors of PGC1a acetylation signal, primary screen, cell-based, U2OS, AlphaScreen, inhibitor mode; AlphaScreen anti-acetyl-lysine; with virally co-expressed GCN5 acetyltransferase; inhibition, % at 15.6 µM; 350,000 compounds, 0.17% hits;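 active means every replicate shows inhibition of at least 40%; inconclusive means mean inhibition at least 40% but some replicate below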;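 further: 0% = neutral control wells and 100% = positive control wells; some results beyond the cut were filed as inactive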
LGR2 antag = inhibitors of bursicon-induced LGR2 CRE-luciferase signal, primary screen, cell-based, HEK293, CRE-luciferase reporter, bursicon stimulation. 380,000 compounds, 0.35% hits. bursicon-stimulated, 4 h. AID 720647, 2013. Drosophila bursicon receptor LGR2 (rickets). inhibition, % at 9.99 µM;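 active means drop in luminescence signal, shown as inhibition above about 50% in the replicate tests, limit read from the data, passing the limit was not always enough; inconclusive means probably only some replicates passing the limit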;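 further: agonist challenge used bursicon conditioned medium at about half maximal strength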
S100A4 inh HTS = inhibitors of S100A4-myosin IIA peptide binding, primary screen, biochemical, fluorescence polarization, TAMRA-MyoIIA peptide; inhibition, % at 10.7 µM; 360,000 compounds, 0.14% hits;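 active means mean inhibition of at least 70% across replicates, with every replicate also reaching that level; inconclusive means mean inhibition reaches 70% but some replicates fall short; inactive means mean inhibition below 70%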
Target sequence (P26447 whole entry, looked up): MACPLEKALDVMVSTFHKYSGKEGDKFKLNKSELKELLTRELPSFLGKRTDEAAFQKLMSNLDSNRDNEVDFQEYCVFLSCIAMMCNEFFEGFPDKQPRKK
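assay system = human S100A4 monomer with TAMRA-labelled myosin IIA peptide | also added = labelled myosin peptide probe, 5 nM | incubation = 5 min between mix addition and reading | control set = DMSO and TFP controls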
Xi reactivation = activators of inactive X chromosome reactivation, primary screen, imaging, XiGFP fibroblasts, GFP high-content imaging, set 2; XiGFP mouse fibroblasts, % GFP-positive cells imaging, 3 d; cells co-treated with 5-aza-dC sensitizer; scaled so ellipticine positive control = 100%; activation, % at 7.58 µM; 360,000 compounds, 0.055% hits; AID 743238, 2013;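 active means mean normalized replicate activation at least 10% and every replicate at or above 10%; inconclusive means only one of the two criteria met; inactive means mean below 10% and not all replicates reach 10%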;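 further: 0% = median of on-plate neutral control wells and 100% = ellipticine 6 µM median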
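assay system = SV40-immortalized XiGFP fibroblast cells, line 68-5-11 | buffer or medium = DMEM plus 5-aza-dC sensitizer | doses = single-point pinned compound dosing | times = 3-day compound exposure, then 15 min fixation at room temperature | benchmarks = positive control ellipticine, 6 µM final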
Cneo AK release = Cryptococcus neoformans cell lysis inducers, primary screen, AK release luminescence, single concentration; C. neoformans lysis, adenylate kinase release luminescence, 4 h; normalised: neutral wells 0, clomiphene wells 100; AID 651654, 2012; lysis activity, % at 15 µM; 360,000 compounds, 0.2% hits;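 active means mean lysis activity across replicates of at least 80%, whatever share of replicates individually reach that level; inactive means mean lysis activity below 80%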
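Test system: log-phase Cryptococcus neoformans yeast cells. Input: 5 × 10^6 yeast cells/mL. Medium: fresh YPD growth medium. Doses: single dose. Incubation: static 4 h at 37 °C with compound, 1 h detection. Measured by: luminescent adenylate kinase detection reagent. Read-out: signal increase indicating cell lysis. Benchmarks: Clomiphene.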
ERAP1 inh = human ERAP1 aminopeptidase inhibitors, primary screen, biochemical, single point, plate reader; AID 652197, 2013; recombinant ERAP1, Leu-AMC fluorescence, 60 min; Endoplasmic reticulum aminopeptidase 1 (Homo sapiens), Q9NZ08; 340,000 compounds, 0.15% hits; inhibition, % at 10.7 µM;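 active means mean replicate inhibition of at least 30%, or all replicates individually reaching that 30% level; inactive means mean below 30% and not every replicate reaching it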;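 further: 0% = neutral control wells and 100% = L-leucinethiol positive control wells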
Target sequence (Q9NZ08 whole entry, looked up): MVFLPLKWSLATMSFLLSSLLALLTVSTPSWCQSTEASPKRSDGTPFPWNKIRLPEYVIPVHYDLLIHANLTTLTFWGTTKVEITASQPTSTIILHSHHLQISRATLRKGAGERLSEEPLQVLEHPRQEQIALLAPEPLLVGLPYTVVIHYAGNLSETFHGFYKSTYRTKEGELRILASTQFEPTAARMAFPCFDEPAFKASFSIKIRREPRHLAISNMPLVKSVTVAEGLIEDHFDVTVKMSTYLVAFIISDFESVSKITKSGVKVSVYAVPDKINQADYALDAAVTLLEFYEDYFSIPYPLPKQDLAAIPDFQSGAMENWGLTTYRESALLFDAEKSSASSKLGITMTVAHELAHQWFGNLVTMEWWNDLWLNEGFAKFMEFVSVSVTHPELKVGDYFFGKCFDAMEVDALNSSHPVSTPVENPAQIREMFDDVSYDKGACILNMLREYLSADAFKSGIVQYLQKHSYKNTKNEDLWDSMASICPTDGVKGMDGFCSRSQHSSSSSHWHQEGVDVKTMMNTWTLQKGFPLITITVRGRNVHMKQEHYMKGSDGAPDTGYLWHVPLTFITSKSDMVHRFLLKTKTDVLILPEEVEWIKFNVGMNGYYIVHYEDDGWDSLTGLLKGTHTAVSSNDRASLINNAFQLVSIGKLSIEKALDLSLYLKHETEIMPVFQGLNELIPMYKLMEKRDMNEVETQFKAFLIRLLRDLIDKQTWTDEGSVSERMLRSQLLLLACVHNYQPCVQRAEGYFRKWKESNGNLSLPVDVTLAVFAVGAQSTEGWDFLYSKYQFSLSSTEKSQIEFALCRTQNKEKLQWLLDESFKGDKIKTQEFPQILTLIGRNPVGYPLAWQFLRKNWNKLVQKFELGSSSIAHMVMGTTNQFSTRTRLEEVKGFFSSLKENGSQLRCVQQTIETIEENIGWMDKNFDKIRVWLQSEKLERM
C2C12 statin = suppressors of statin myotoxicity in C2C12 myotubes, primary screen, cell-based, single point, plate reader | 330,000 compounds, 0.78% hits | C2C12 myotubes + simvastatin, ATP luminescence, 48 h; scaled: DMSO 0, geranylgeraniol control 100 | rescue of ATP level, % at 7.49 µM;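 active means mean ATP rescue above about 67%, or every replicate alone reaching that limit, limit read from the data, passing the limit was not always enough; inconclusive means no clear call, values can overlap the other calls; inactive means mean under the limit and some replicate under it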;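 further: myotubes were challenged with 10 µM simvastatin during compound exposure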
Numbers without * were called inactive; ? = inconclusive; . = no result given; & = joins results of further samples.

SMILES	SIRT5 block	PGC1a acetyl inh	LGR2 antag	S100A4 inh HTS	Xi reactivation	Cneo AK release	ERAP1 inh	C2C12 statin
O=C(C[C@H]1CC[C@H]2[C@@H](COC[C@@H](O)CN2S(=O)(=O)c2cccc(F)c2)O1)Nc1ccc(-c2ccccc2)cc1	-4	0	8	4	0.0	2	-3	-14
Cc1noc(C)c1S(=O)(=O)Nc1ccc2c(c1)C(=O)N([C@@H](C)CO)C[C@H](C)[C@@H](CN(C)C(=O)Nc1cccc3ccccc13)OCCCC[C@H](C)O2	14	-1	4	1	0.2	0	-3	.
Cc1ccc2cc(CNC[C@H]3O[C@@H](n4cc(C)c(=O)[nH]c4=O)C[C@@H]3O)c(N3CCOCC3)nc2c1	-2	-2	-9	14	0.0	1	0	2
CC(=O)N1Cc2cc(C(=O)NCC(F)(F)F)nc(-c3cccc(-c4cncnc4)c3)c2[C@@H]1CCO	-3	6	-8	-4	0.1	.	.	.
O=C1CCC(O)CCN1CCSc1ccccc1 (stereo unspecified)	-1	-7	-8	-14	0.0	1	-1	-8
CO[C@H]1CN(C)C(=O)c2cc(NC(=O)c3ccc(Oc4ccccc4)cc3)ccc2OC[C@H](C)NC[C@H]1C	-2	-30	-7	-2	-0.3&-0.1	1	4	6
O=C(CSc1cccc[n+]1[O-])NC1CCCCC1	-10	-11	3	-3	0.0	-1	1	-8
COc1ccccc1NS(=O)(=O)c1cc(C(=O)NC2CC(C)(C)NC(C)(C)C2)ccc1Cl	-3	-9	-11	-22	-0.1	0	8	3
O=C(CCS(=O)(=O)c1ccc(Br)cc1)Nc1ccccc1Cl	-4	8	8	1	0.0	0	3	1
Cc1c(OCC(N)=O)ccc2c(-c3ccccc3)cc(=O)oc12	-4	2	-6	3	0.0	-5	3	10
CCCCN(C(=O)c1sc2nc3n(c(=O)c2c1C)CCC3)c1c(N)n(CC(C)C)c(=O)[nH]c1=O	-4	6	2	-3	0.0	1	0	2
CCCN1C[C@H](C)[C@H](OC)CN(C)C(=O)c2ccc(NS(C)(=O)=O)cc2OC[C@H]1C	2	.	1	1	0.2	7	-1	7
CCC(=O)N(C)C[C@@H]1Oc2cc(-c3ccncc3)ccc2S(=O)(=O)N([C@H](C)CO)C[C@H]1C	-3	0	-10	19	-1.3	4	-1	-15
C/C(CCc1ccccc1)=N/NC(=O)C(=O)NCc1ccccc1	-4	.	3	0	-0.1	.	0	.
O=C(NCc1ccccc1F)C1CCCN(S(=O)(=O)N2CCOCC2)C1 (stereo unspecified)	3	0	3	-2	0.1	-1	1	-6
COc1cccc(C2C(=O)c3ccccc3C2=O)c1	.	-3	4	-2	0.1	-3	.	.
Cn1c(CSc2nnc(SCc3ccccc3)s2)nc2ccccc21	1	2	-1	5	.	.	7	19
CNC(=O)CSc1n[nH]c(-c2cc(Cl)ccc2OC)n1	-2	10	-12	-1	0.0	.	-2	.
COc1cc(C)c(S(=O)(=O)NCc2ccc3c(c2)OCO3)cc1C	-1	-4	-9	-25	0.0	1	5	-5
CC(C)NC(=O)Nc1ccc2c(c1)C(=O)N(C)[C@@H]1CC[C@H](CC(=O)NCC3CCCCC3)O[C@@H]1CO2	-1	-8	-11	5	0.2	-15	1	-6
O=C(NCC[C@H]1CC[C@@H](NS(=O)(=O)c2ccc(F)cc2)[C@H](CO)O1)c1ccc2c(c1)OCO2	0	-3	16	-6	0.7	95*	1	13
Cc1[nH][nH]c(=O)c1C(c1ccc2c(c1)OCO2)c1c(C)[nH][nH]c1=O	-5	.	?	-4	0.0	.	0	.
COc1cc2c(cc1OC)CN(C(=O)c1ccc(-c3ccccc3)cc1)CC2	0	1	-3	0	0.0	-5	1	-18
CCOC(=O)c1c(NC(=O)C2CCCCC2)sc2c1CCN(C(C)C)C2	-4	.	-1	1	0.0	16	10	-24
CCCCn1c(N)c(N(Cc2ccccc2OC)C(=O)CCC(C)C)c(=O)[nH]c1=O	-3	.	-5	2	0.1	0	2	.
CCOC(=O)COc1ccc(Br)cc1/C=C1\SC(N)=NC1=O	0	.	6	-2	0.0	0	4	5
CSc1nnc(C)c(/C=C/NOCc2ccc(Cl)cc2)n1	0	3	-11	2	0.3	-2	-2	5
COc1ccc(NC(=O)N(C)C[C@@H]2Oc3ncc(Br)cc3C(=O)N([C@H](C)CO)C[C@@H]2C)cc1	-4	-2	-18	5	0.6	3	-5	0
Cc1ccc2nc(N3C(=O)C(O)=C(C(=O)c4ccc(C)o4)C3c3cccc(O)c3)sc2c1 (stereo unspecified)	-1	.	-40	-16	0.1	.	0	.
Cc1ccc(NC(=O)N2N=C(c3ccc(F)cc3)CC2c2ccc(F)cc2)cc1 (stereo unspecified)	-3	.	0	-6	0.0	-4	3	2
COc1c(C)cc(C(O)c2ncc(-c3ccc(C(F)(F)F)cc3)[nH]2)cc1C (stereo unspecified)	2	-3	5	2	0.0	0	-18	10
CN(Cc1cccc(-n2cccn2)c1)Cc1cn(C)nc1-c1ccccc1F	0	.	.	0	0.5	.	2	.
O=C(/C=C/NNC(=O)c1ccccc1O)c1ccccc1	4	.	-10	-6	0.0	-1	0	32
CCOc1ccc(-c2cc(C(=O)Nc3ccc(F)cc3)[nH]n2)c(C)c1	13	-2	-75	-17	-0.1	-2	1	0
COCCNc1nc2cc(-c3ccccc3)sc2c(=O)n1C	-2	.	-25	-4	-0.1	0	2	-12
Cc1ccc(S(=O)(=O)Nc2ccc3c(c2)C(=O)N([C@H](C)CO)C[C@@H](C)[C@@H](CN(C)C(=O)Nc2cccc4ccccc24)OCCCC[C@@H](C)O3)cc1	10	-16	-3	4	0.5	-1	1	.
CCC(=O)N(C)C[C@H]1Oc2ncc(C#CCc3ccccc3)cc2C(=O)N([C@H](C)CO)C[C@@H]1C	-9	-11	-11	-11	0.2	0	1	1
O=C(CC1Oc2ccc(Cl)cc2NC1=O)NC1CCCCCC1 (stereo unspecified)	-1	1	-7	0	0.1	-5	0	-2
CC(=O)N1[C@@H](CO)[C@H](c2ccccc2)[C@@H]1CN(C)C(=O)CN1CCOCC1	0	-5	3	-4	0.1	0	0	19
COc1cc(C)c(S(=O)(=O)N2CCOCC2)c(C)c1C	-1	-10	-11	2	0.0	-1	9	-1
COc1cc(OC)c2c(=O)cc(-c3ccccc3)oc2c1	-1	-11	-69	-4	.	-14	1	3
O=C(O)Cn1c(=O)c2c3c(sc2n(Cc2ccccc2)c1=O)CCCC3	0	-22	13	0	0.2	1	-1	9
O=C(CSc1c[nH]c2ccccc12)N1CCOCC1	.	-4	-14	.	.	-1	.	-1
CNS(=O)(=O)c1ccc2nc(NC(=O)/C=C/c3ccco3)sc2c1	-2	.	-21	8	0.4	.	5	.
CNC(=O)C[C@@H]1CC[C@H]2[C@@H](COC[C@@H](O)CN2C(=O)Nc2ccc(Cl)c(Cl)c2)O1	1	3	-2	3	1.0	-4	-1	-8
CC1N=C(N)C(c2nc3ccccc3n2C)=C1O (stereo unspecified)	-6	.	-3	-20	-0.1	.	1	.
CCOC(=O)CN=C/C(C(=O)Nc1nccs1)=C(/C)O	0	7	-22	0	0.2	.	0	.
c1ccc(Cn2nc(-c3ccccc3)nc2-c2ccccc2)cc1	.	7	-41	.	-0.1	-2	.	.
C/C=C/c1ccc([C@@H]2[C@@H](CO)N(Cc3ccccn3)[C@H]2CNC(=O)CC)cc1	.	-1	12	.	0.1	-3	.	17
O=S(=O)(N[C@@H]1CC[C@H](CCn2cc(Cc3ccccc3)nn2)O[C@@H]1CO)c1ccccc1F	1	1	-11	2	0.1	0	-9	3
COc1ccc(/C=C/c2nc(C#N)c(NCCN(C)C)o2)cc1OC	-3	.	12	-4	0.0	-1	3	2
Nc1ccccc1-c1nnc2n1CCCCC2	-3	.	20	-8	0.2	-3	2	11
Cc1nc2ccccn2c1C(=O)NC1CCCc2ccccc21 (stereo unspecified)	-5	10	-7	-3	0.2	.	-2	.
CCNC(=O)C1CCCN(C(=O)c2ccc(C#N)cc2)CC1 (stereo unspecified)	.	0	-20	0	0.2	0	-3	6
COCC(=O)N1[C@H](C#N)[C@@H](c2ccc(C#CCC3CCCC3)cc2)[C@H]1CO	6	0	-18	6	-0.1	-4	1	19
Cc1ccc(C)c(N2CCN(CCCNC(=O)Cn3c(=O)c4cccn4c4cccnc43)CC2)c1	0	-1	-18	-4	0.0	0	-22	-5
Cc1ccc(-n2nnnc2CN2CCCCC2)cc1	-2	-5	2	-5	0.2	.	9	3
CC1=C(C(=O)Nc2nc3ccccc3s2)C(c2ccco2)C(C#N)=C(SCC(=O)NC2CCCCC2)N1 (stereo unspecified)	.	-36	.	1	0.4	-1	2	5
COc1ccc(C(CNC(=O)c2cccc(NS(=O)(=O)c3ccc(C)c(F)c3)c2)N2CCOCC2)cc1 (stereo unspecified)	-10	-1	0	-3	0.2	.	-4	6
O=C(CCS(=O)(=O)c1ccccc1)Nc1nc2ccc(F)cc2s1	-1	.	-1	2	0.0	.	1	.

Given as a markdown table: two of the compounds above.
| SMILES | SIRT5 block | PGC1a acetyl inh | LGR2 antag | S100A4 inh HTS | Xi reactivation | Cneo AK release | ERAP1 inh | C2C12 statin |
| --- | --- | --- | --- | --- | --- | --- | --- | --- |
| COc1ccc(/C=C/c2nc(C#N)c(NCCN(C)C)o2)cc1OC | -3 | . | 12 | -4 | 0.0 | -1 | 3 | 2 |
| Nc1ccccc1-c1nnc2n1CCCCC2 | -3 | . | 20 | -8 | 0.2 | -3 | 2 | 11 |

(list continues)
SMILES	SIRT5 block	PGC1a acetyl inh	LGR2 antag	S100A4 inh HTS	Xi reactivation	Cneo AK release	ERAP1 inh	C2C12 statin
COc1ccc(CCNC(=O)CN(c2cc([N+](=O)[O-])ccc2OC)S(C)(=O)=O)cc1OC	-1	-4	25	0	0.0	.	2	.
C[C@H](CO)N1C[C@H](C)[C@H](CN(C)C(=O)Nc2ccc3c(c2)OCO3)Oc2c(NC(=O)c3nc4ccccc4s3)cccc2C1=O	6	-4	5	5	0.2	-1	2	-42
COCC(=O)N(C)C[C@H]1Oc2ncc(-c3ccc(F)cc3)cc2C(=O)N([C@H](C)CO)C[C@H]1C	2	13	7	-4	0.0	0	-2	-10
CCOC(=O)CC(=O)CSc1n[nH]c(=O)[nH]c1=O	2	0	-1	6	.	.	.	7
O=C(NNC(=O)c1sccc1-n1cccc1)c1cccs1	-3	.	-12	-7	0.2	1	-6	.
CCSc1n[nH]c(=O)n1C	.	.	3	-6	-0.1	.	2	.

High-throughput results as filed in PubChem BioAssay.

The list is partial; rates above refer to the full screens.
